# CAL PDZ FP-1: inhibitors of human CAL PDZ peptide binding; Q9HD26; purified CAL PDZ, TMR-peptide fluorescence polarization, 1 h; inhibition, % at 20 µM; 0.02% of 330,000 active; AID 504414;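 active means highest replicate inhibition of at least 40%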;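 further: plate controls were DMSO neutral control wells for no effect and unlabeled competitor peptide control wells for full effect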
#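 Test system: tagged CAL PDZ domain / Buffer or medium: sodium phosphate/NaCl buffer pH 7.4 with TCEP, IgG, Thesit / Reagent: TMR-labelled reporter peptide T*-PRC34 bound in PDZ groove / Compound dosing: single point, 20 µM / Schedule: 1 h incubation at room temperature before polarization reading / Technique: fluorescence polarization (mP) / Benchmarks: unlabelled peptide, DMSO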
# Keap1 Nrf2 FP: Keap1-Nrf2 (human) interaction inhibition. AID 504523. Q14145. Keap1 Kelch-Nrf2 peptide fluorescence polarization, 1536-well. 0.15% of 340,000 active. inhibition, % at 9.4 µM; in the data active means inhibition above about 12%;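 further: human Keap1 Kelch domain with fluorescein labeled Nrf2 9mer peptide probe; 0% = neutral control wells and 100% = peptide positive control; higher means more block of Keap1 binding to Nrf2 peptide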
# LANA DNA inh: blocks KSHV LANA C-terminal domain binding to DNA; MBP-C-LANA/FAM-LBS DNA binding, fluorescence polarization; inhibition, % at 9 µM; 0.078% of 340,000 active;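 active means highest replicate inhibition at or above 60% at 9 µM, even if other replicates fall short; inactive means all replicates below 60% inhibition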;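 further: 0% = neutral control wells and 100% = 4 µM acridine orange control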
# CAL PDZ FP-2: CAL PDZ (human) peptide binding inhibition; AID 602252; inhibition, % at 24.9 µM; Q9HD26; 0.92% of 300,000 active; purified CAL PDZ, TMR-peptide fluorescence polarization, 1 h;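 active means mean inhibition of at least 30% with at least half of replicates also reaching 30%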;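 further: 0% = DMSO neutral control and 100% = excess unlabeled competitor peptide PRC23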
# PKA-R2B act: PKA-R2B complex activation; P22694+P31323; PKA-R2B holoenzyme dissociation, Cy5-IP20 fluorescence polarization; R2B truncated from residue 108, S112A mutant; 0% DMSO only, 100% 113 µM cGMP; activation, % at 11.4 µM; 0.079% of 340,000 active;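 active means activation above a cutoff set at the mean over all compounds plus 3 SD, cut at about 18% in these data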;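 further: higher means more holoenzyme dissociation and a rise in polarization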
# Target sequence (P31323 whole entry, looked up, other chains not shown, the tested form may be a part): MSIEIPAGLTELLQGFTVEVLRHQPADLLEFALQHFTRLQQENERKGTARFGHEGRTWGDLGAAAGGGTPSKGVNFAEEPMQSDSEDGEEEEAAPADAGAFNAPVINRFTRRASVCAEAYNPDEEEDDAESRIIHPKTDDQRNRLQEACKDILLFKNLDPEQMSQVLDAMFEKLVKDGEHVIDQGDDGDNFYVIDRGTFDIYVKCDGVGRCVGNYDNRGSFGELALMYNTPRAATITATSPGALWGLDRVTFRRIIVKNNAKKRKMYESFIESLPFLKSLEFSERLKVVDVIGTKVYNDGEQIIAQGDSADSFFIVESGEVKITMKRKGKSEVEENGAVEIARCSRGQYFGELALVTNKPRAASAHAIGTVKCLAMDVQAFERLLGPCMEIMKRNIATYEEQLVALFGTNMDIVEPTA
# Cardiac RTF inh: cardiac RTF calcium desensitization. IANBD-labeled cardiac RTF, Ca2+ fluorescence. inhibition, % at 7.15 µM. 0.12% of 340,000 active. AID 493244;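 active means inhibition above the mean inhibition of all tested compounds plus 3 SD, cut at about 17% in these data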;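 further: assay run at fixed EC70 calcium of 1.6 mM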
# SR-BI DiI-HDL act: enhances SR-BI lipid uptake from DiI-HDL. CHO ldlA[mSR-BI] cells, DiI-HDL uptake fluorescence, 3 h; 100 = double the neutral-control signal. activation, % at 12.5 µM. 0.096% of 320,000 active;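 active means mean replicate activation of at least 60% and every replicate at or above 60%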;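 further: 0% = median plate neutral-control signal and 100% = twice that signal; values of inactives mirror those of a sister screen read the other way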
#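 Test system: SR-BI-overexpressing, LDLR-lacking CHO cells. Measured by: DiI fluorescence, bottom read. Medium: Ham's F12 with 0.5% BSA, HEPES 25 mM, pH 7.4. Timing: 3 h uptake period with compound, 37 °C.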
# DAGLB inh: diacylglycerol lipase beta (human) inhibition; Q8NCG7; HEK293T DAGLB membrane lysate, EnzChek fluorogenic substrate; inhibition, % at 5.17 µM; 0.059% of 340,000 active; AID 504411; in the data active means inhibition above about 34%;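 further: 0% = enzyme with vehicle and 100% = wells lacking enzyme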
# Target sequence (Q8NCG7 whole entry, looked up): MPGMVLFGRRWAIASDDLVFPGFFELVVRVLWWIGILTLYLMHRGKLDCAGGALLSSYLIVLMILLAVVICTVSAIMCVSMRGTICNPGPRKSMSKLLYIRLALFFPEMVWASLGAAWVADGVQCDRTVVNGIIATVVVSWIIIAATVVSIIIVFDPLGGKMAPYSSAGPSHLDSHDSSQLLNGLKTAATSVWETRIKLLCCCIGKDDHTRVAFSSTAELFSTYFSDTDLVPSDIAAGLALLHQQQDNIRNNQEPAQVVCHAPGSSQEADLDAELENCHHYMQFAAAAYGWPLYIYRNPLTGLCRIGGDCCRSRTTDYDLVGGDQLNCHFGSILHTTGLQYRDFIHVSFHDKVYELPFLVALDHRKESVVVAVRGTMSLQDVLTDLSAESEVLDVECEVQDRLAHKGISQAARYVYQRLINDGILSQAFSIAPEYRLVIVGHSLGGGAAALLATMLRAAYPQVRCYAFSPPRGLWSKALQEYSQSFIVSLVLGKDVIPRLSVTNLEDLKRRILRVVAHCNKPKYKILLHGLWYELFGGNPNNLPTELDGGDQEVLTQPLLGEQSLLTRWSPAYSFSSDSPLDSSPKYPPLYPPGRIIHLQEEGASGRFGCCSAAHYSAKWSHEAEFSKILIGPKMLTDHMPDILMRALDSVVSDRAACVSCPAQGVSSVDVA
# RTF Ca sens act: increases calcium sensitivity of human cardiac regulated thin filaments; P19429+P45379; IANBD-labeled TnC RTF fluorescence at EC20 calcium; 0% EC20 calcium, 100% full calcium; activation, % at 7.2 µM; 0.24% of 340,000 active; AID 493008;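 active means activation above the mean over all tested compounds plus 3 SD, cut at about 30% in these data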;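 further: rise in fluorescence read as greater calcium sensitivity of cardiac thin filaments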
# Rtt109 Vps75: blocks Candida albicans Rtt109/Vps75 acetyltransferase activity. 0.16% of 330,000 active. Q5AAJ8. purified Rtt109/Vps75, ThioGlo CoA-SH fluorescence, 4 h. inhibition, % at 34.9 µM;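 active means inhibition of at least 50% in every replicate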
# * hit, by the source's call; / = no result given.
# A first look, two compounds:
SMILES,CAL PDZ FP-1,Keap1 Nrf2 FP,LANA DNA inh,CAL PDZ FP-2,PKA-R2B act,Cardiac RTF inh,SR-BI DiI-HDL act,DAGLB inh,RTF Ca sens act,Rtt109 Vps75
CCN1CCCC1CNC(=O)C(=O)NC1CC1 (stereo not given),-2.4,-4,-0.2,-6,-10,-39,8,-2,-4,-2
Cc1ccc(-n2nnnc2SCC(=O)NNC(=O)c2ccco2)cc1C,-1.6,0,0.5,0,-10,2,9,0,1,-3

# All compounds of this part, repeating the preview:
SMILES,CAL PDZ FP-1,Keap1 Nrf2 FP,LANA DNA inh,CAL PDZ FP-2,PKA-R2B act,Cardiac RTF inh,SR-BI DiI-HDL act,DAGLB inh,RTF Ca sens act,Rtt109 Vps75
CCN1CCCC1CNC(=O)C(=O)NC1CC1 (stereo not given),-2.4,-4,-0.2,-6,-10,-39,8,-2,-4,-2
Cc1ccc(-n2nnnc2SCC(=O)NNC(=O)c2ccco2)cc1C,-1.6,0,0.5,0,-10,2,9,0,1,-3
Cc1cc(C(=O)CSc2ccc(F)cc2)cc(C)c1O,-0.5,0,2.6,5,-6,0,-3,-2,-2,3
CC1(C)Oc2ccccc2OC1(O)c1ccc2ccccc2n1 (stereo not given),-0.3,2,-1.8,-6,-8,5,22,-4,1,1
COC(=O)c1ccc(OCC(O)CN2C(=O)c3ccccc3C2=O)cc1 (stereo not given),-1.3,-1,0.4,-1,-1,-6,2,-6,-5,-1
CSc1ccccc1C(=O)Nc1c(C)cccc1C,-16,-4,-3.9,5,0,-6,0,-2,13,-2
CN(C)CCCn1c2c(c(SCC(=O)Nc3nccs3)nc1=O)CCC2,-2.0,-1,1.1,-1,-11,-6,-17,-2,2,6
COc1cccc(CN2CCNC(=O)C2CC(=O)N(C)CC2CCOCC2)c1 (stereo not given),-0.6,1,2.8,-6,-1,-5,4,1,-1,-3
Cc1cc(/C=C(/C#N)c2nc3ccccc3[nH]2)c(C)n1-c1cccc([N+](=O)[O-])c1,-0.9,1,-1.2,0,-5,-6,-63,4,2,0
Cc1ccccc1Nc1nnc(SCC(=O)NC(=O)NCc2ccco2)s1,-2.3,-1,-1.0,-3,4,-3,-11,8,-4,10
C[C@]12C(=O)N(c3ccc(Br)cc3)C(=O)N1[C@@H]1c3ccccc3OC[C@@H]1[C@H]2c1ccccc1,0.6,-5,0.0,0,9,-2,-75,-17,-4,2
Cc1ccc(N2CC(C(=O)N3CCC(C(=O)Nc4nncs4)CC3)CC2=O)cc1 (stereo not given),-1.4,1,-0.3,-1,5,-1,9,0,2,-7
O=C(COC(=O)C1CC1)c1c[nH]c2ccccc12,-2.4,-2,1.2,/,11,-4,1,0,4,-5
C[C@H](C(=O)O)c1n[nH]c(=O)c2ccccc12,-1.6,1,1.5,3,4,-6,17,0,2,-3
N#Cc1ccccc1S(=O)(=O)N1CCN(CC(=O)NC(=O)NC2CCCCC2)CC1,-1.1,/,/,1,-8,-14,11,-5,1,/
CCCC(c1nnnn1Cc1ccco1)N1CCN(c2cc(Cl)ccc2C)CC1 (stereo not given),-1.2,2,1.3,2,-11,-3,-34,-12,4,-6
CC(C)N(C)Cc1nnnn1CC(=O)NCc1cc(F)cc(C(F)(F)F)c1,-9.3,-4,0.6,-8,7,-3,20,-2,-2,0
CCN1CCN(CCc2nc3cc(NC(=O)COc4ccc(Cl)cc4)ccc3n2C)CC1,-2.4,-1,-0.8,2,-4,-6,0,1,-4,5
CCOC(=O)c1sc2nc(SC)nc(-c3ccccc3)c2c1N,0.8,-3,0.8,0,1,-1,-56,1,-3,-2
COc1ccccc1-c1cc(-c2ccccc2)nc(=O)[nH]1,-0.1,-1,0.1,-4,6,0,-35,1,4,6
CC1CC(C)CN(C(=O)COC(=O)c2ccc(N3CCCC3=O)cc2)C1 (stereo not given),-0.7,-3,-0.1,/,1,-1,-10,-1,-2,5
CCOC(=O)C1CCCN(C(=O)c2cccc(S(=O)(=O)N(C)c3c(C)n(C)n(-c4ccccc4)c3=O)c2)C1 (stereo not given),0.6,-5,0.8,/,-7,-3,/,-4,-4,7
CN(CCO)c1cc(N2CCN(C(=O)c3ccco3)CC2)c2nonc2c1[N+](=O)[O-],-1.4,-3,-0.8,1,-2,-6,29,2,-1,-7
CC1CCCCN1C(=O)CSc1nnc(CSc2ncccn2)n1C (stereo not given),-0.9,3,1.1,/,-11,-8,-6,-3,6,3
O=C(NCc1cccs1)C1CCN(c2nccs2)CC1,-0.9,-4,0.3,0,5,-10,/,1,0,/
COCCNC(=O)C(OC(=O)c1ccco1)c1ccccc1Cl (stereo not given),-0.5,-1,/,-1,1,2,5,0,1,8
COc1cc(C(=O)Oc2c(OC)cc(C(=S)N3CCOCC3)cc2OC)cc(OC)c1OC,-0.9,-3,0.2,-3,0,-2,4,-3,-6,4
Cc1ccc(C(=O)N/C(=C/c2cccs2)C(=O)NCC2CCCO2)cc1 (stereo not given),-1.3,-1,-1.9,/,2,5,12,-4,0,4
CCOc1ccc(-c2cccc(NS(=O)(=O)c3ccccc3[N+](=O)[O-])c2)nn1,-2.4,-4,-0.3,-3,2,0,8,1,-5,5
COc1ccccc1CNc1ncc(-c2ccc(F)cc2)n1C,-0.1,1,-1.0,0,-2,-8,6,2,-1,-10
O=C(N1CCOCC1)N1CCN(c2ccccc2)CC1,0.3,-5,-1.1,-4,4,-5,24,0,5,4
CC1CCCC(NS(=O)(=O)c2cc(Br)cnc2N)C1C (stereo not given),-2.2,5,0.6,0,10,-5,10,-5,5,3
CCN(CC(=O)Nc1c(F)cccc1F)C(=O)CSc1nnc(-c2ccco2)n1CC,-1.5,-2,0.7,-1,-1,-3,2,-1,2,3
COc1cccc(CNC(=O)C2CSC3(C)CCC(=O)N23)c1 (stereo not given),-1.9,-15,-4.6,-2,-4,-23,9,0,4,1
COc1ccc(OC)c(C2C3=C(N=C4SCC(=O)N42)c2ccccc2CC3)c1 (stereo not given),1.0,-2,2.4,-3,3,1,-7,-2,-1,-7
O=C(O)c1ccc(-n2nnnc2SCc2ccccc2)cc1,-2.2,-1,-0.9,-3,-5,-1,18,-1,-1,/
CCN1CCN(Cc2ccc(NC(=O)Nc3cccs3)cc2)CC1,-0.6,-2,-0.4,-4,-4,-14,21,-4,0,-5
CCc1cc[n+](C(C(=S)Nc2cccc(C)c2)=C([O-])c2ccc(C)c([N+](=O)[O-])c2)cc1,-1.2,0,-0.3,1,-6,0,-27,-1,7,0
O=S(=O)(c1ccc(-c2csc(-c3cccnc3)n2)cc1)N1CCCCC1,-3.5,2,1.0,-3,-1,0,-25,2,-3,7
CCOC(=O)N1CCN(C(=O)CSCC(=O)Nc2nc(-c3ccc(Cl)s3)cs2)CC1,-2.4,1,-0.7,-7,-7,-8,-57,-5,3,5
Cc1cc(N/C(=N/S(=O)(=O)c2ccc(F)cc2)c2ccccc2)n(-c2ccccc2)n1,-0.9,-4,-0.7,-5,-13,-7,9,-6,1,5
COc1cccc(C2=NOC(C(=O)Nc3ccc(OC)c(OC)c3)C2)c1 (stereo not given),-0.1,2,-0.8,-3,9,-3,-14,-2,2,3
O=C(/C=C/c1ccco1)OCC1CCCN2CCCCC12 (stereo not given),-0.9,-4,0.8,2,-8,-6,4,0,5,/
COc1ccc(S(=O)(=O)N2CCCCC2)cc1NS(=O)(=O)c1ccccc1,-1.2,0,0.5,/,-6,0,10,0,-6,-2
COC(=O)C1=C(C)NC(=O)NC1c1ccccc1 (stereo not given),-0.7,-1,0.9,-4,6,-18,10,-1,3,-4
CCOC(=O)CC1=NN(c2ccccc2)C(=O)/C1=C\c1ccc(OC)cc1OC,-2.2,-1,-0.7,-2,3,6,14,5,0,13
O=C(CC1(O)C(=O)Nc2ccccc21)c1cccc(-n2cccc2)c1 (stereo not given),-4.1,-2,-7.1,-7,1,0,6,0,3,17
CC1CN(C(=O)c2cc3c(s2)CCC3)CC(C)O1 (stereo not given),-3.0,0,2.4,-4,-4,-3,13,2,1,10
CCc1ccc(C(=O)C(C)OC(=O)c2nc3nc(C)cc(C)n3n2)cc1 (stereo not given),1.5,0,-6.2,-4,-8,-12,23,-2,-3,6
Cc1ccc(/C=C2\SC(=S)N(CCC(=O)NNS(=O)(=O)c3ccccc3)C2=O)cc1,-0.5,-6,4.0,-4,2,5,0,5,0,3

# (continued)
SMILES,CAL PDZ FP-1,Keap1 Nrf2 FP,LANA DNA inh,CAL PDZ FP-2,PKA-R2B act,Cardiac RTF inh,SR-BI DiI-HDL act,DAGLB inh,RTF Ca sens act,Rtt109 Vps75
CCc1nnc(NC(=O)CSc2nnc(COc3cccc(C)c3)o2)s1,-3.8,-4,-0.4,-4,10,-10,4,-2,-6,7
CCNC(=S)N(Cc1ccccc1)Cc1nc2ccccc2c(=O)[nH]1,-1.1,-3,-0.2,-1,-12,-8,51,-1,1,1
COc1ccc(C(=O)NCCCSC)cc1OC1CCN(C(C)C)CC1,-20,-5,-0.3,-1,-4,-5,-5,-3,7,-1
O=[N+]([O-])c1cc(Cl)cc(/C=N/NC(=S)Nc2ccc(S(=O)(=O)N3CCOCC3)cc2)c1O,-0.9,-1,2.5,-3,-5,4,/,61*,-5,24
Cc1sc(NC(=O)C2=COCCO2)c(C#N)c1C,-0.4,2,-0.7,/,-9,-1,172*,-1,-11,-5
CCC1CCCCN1C(=O)c1ccc(OC2CCN(C(=O)COC)CC2)cc1 (stereo not given),-1.0,-6,0.4,/,4,-5,-18,-5,2,3
O=C(CC(=O)Nc1ccccc1[N+](=O)[O-])Nc1ccccc1[N+](=O)[O-],-0.9,0,-4.0,2,-8,1,0,-2,-1,0
Cc1cnc(NC(=O)C2CC(=O)N(c3ccc4c(c3)OCCO4)C2)s1 (stereo not given),-1.2,2,4.1,3,-1,9,10,-2,-5,2
COc1cc2[nH]c(C(=O)Nc3ccc(F)cc3)cc2c(OC)c1OC,-2.4,-6,0.1,-1,-5,-11,-59,0,5,-5
Cc1ccc(C(=O)Nc2ccc3nc(C)sc3c2)s1,-3.2,-4,0.1,-4,-3,0,-40,-5,2,12
Cc1ccccc1C(=O)NC(=S)Nc1ncccn1,-2.2,0,-1.5,/,-6,-10,7,1,5,0

# Pulled by compound from the list above:
SMILES,CAL PDZ FP-1,Keap1 Nrf2 FP,LANA DNA inh,CAL PDZ FP-2,PKA-R2B act,Cardiac RTF inh,SR-BI DiI-HDL act,DAGLB inh,RTF Ca sens act,Rtt109 Vps75
N#Cc1ccccc1S(=O)(=O)N1CCN(CC(=O)NC(=O)NC2CCCCC2)CC1,-1.1,/,/,1,-8,-14,11,-5,1,/
CN(CCO)c1cc(N2CCN(C(=O)c3ccco3)CC2)c2nonc2c1[N+](=O)[O-],-1.4,-3,-0.8,1,-2,-6,29,2,-1,-7
CC1CCCC(NS(=O)(=O)c2cc(Br)cnc2N)C1C (stereo not given),-2.2,5,0.6,0,10,-5,10,-5,5,3
CCN1CCN(Cc2ccc(NC(=O)Nc3cccs3)cc2)CC1,-0.6,-2,-0.4,-4,-4,-14,21,-4,0,-5
